Bioassay records deposited in PubChem BioAssay by several laboratories.
Runt-CBFb FRET = blocks binding of human RUNX1 Runt domain to CBFb. Q01196+Q13951. Cerulean-Runt/Venus-CBFb FRET ratio 530/480, 1 h. inhibition, % at 20 µM. hit rate 0.46% among 220,000. AID 1496;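 active = inhibition over about 50% at 20 µM in the single-dose screen, limit read from the data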;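 also: 0% = DMSO wells and 100% = excess unlabeled CBFb competitor control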
Target sequence (Q01196 whole entry, looked up, the tested form may be a part): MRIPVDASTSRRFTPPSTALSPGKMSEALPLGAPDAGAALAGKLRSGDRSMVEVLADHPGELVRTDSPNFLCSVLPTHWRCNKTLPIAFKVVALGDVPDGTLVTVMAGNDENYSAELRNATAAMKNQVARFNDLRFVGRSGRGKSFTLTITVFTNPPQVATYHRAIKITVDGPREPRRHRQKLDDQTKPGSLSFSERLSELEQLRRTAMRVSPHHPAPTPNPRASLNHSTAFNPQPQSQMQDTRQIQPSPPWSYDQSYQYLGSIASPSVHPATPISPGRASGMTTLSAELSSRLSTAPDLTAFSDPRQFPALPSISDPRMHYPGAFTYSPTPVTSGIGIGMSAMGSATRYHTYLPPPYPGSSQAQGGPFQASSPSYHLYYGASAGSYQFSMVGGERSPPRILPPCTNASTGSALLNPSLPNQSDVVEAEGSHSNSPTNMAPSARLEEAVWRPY
Target sequence (Q13951 whole entry, looked up, the tested form may be a part): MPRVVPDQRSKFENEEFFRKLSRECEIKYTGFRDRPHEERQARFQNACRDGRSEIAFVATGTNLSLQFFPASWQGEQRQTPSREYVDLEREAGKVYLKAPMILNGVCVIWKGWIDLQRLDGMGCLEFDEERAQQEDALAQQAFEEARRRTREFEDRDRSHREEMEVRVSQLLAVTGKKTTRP
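System: Cerulean-labeled Runt domain protein | Quantity: 100 nM of each labeled protein | Schedule: 1 h compound exposure, room temperature | Detection: Fluorescence energy transfer, 422 nm excitation, 530/480 nm emission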
14-3-3 Bad inh = disrupts binding of bovine 14-3-3 zeta to phospho-Bad peptide | TR-FRET 14-3-3zeta/Dy647-pBad peptide displacement, 1 h | inhibition, % at 21.7 µM | hit rate 0.71% among 220,000;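 active = inhibition above about 70%, limit read from the data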;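 also: 0% = full 14-3-3 plus peptide FRET controls and 100% = background without 14-3-3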
Hck-Nef inh = blocks Nef-activated human Hck kinase; P08631; Recombinant Hck-YEEI plus Nef, Z-Lyte FRET kinase assay; inhibition, % at 20 µM; hit rate 0.68% among 220,000;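 active = Hck-Nef kinase inhibition above about 50%, limit read from the data; inactive = inhibition below that limit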;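 also: 0% = DMSO with Hck plus Nef and 100% = Hck alone without Nef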
Thrombin inh = thrombin (human) inhibition; hit rate 0.26% among 220,000; alpha-thrombin, Boc-VPR-AMC fluorogenic substrate cleavage; inhibition, % at 5 µM; AID 1046;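 active = inhibition at or above 40%; inactive = inhibition below 40%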;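 also: 0% = enzyme with no compound and 100% = wells without enzyme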
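signal = AMC fluorescence, 355/460 nm | material = human alpha-thrombin enzyme | control set = enzyme without compound as high, wells lacking enzyme as low | times = reaction at room temperature | read-out basis = percent inhibition scaled between no-compound controls and no-enzyme blanks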
Runt-SMMHC FRET = inhibitors of human RUNX1 Runt domain binding to CBFb-SMMHC. inhibition, % at 20 µM. Cerulean-Runt/Venus-CBFb-SMMHC FRET ratio 530/480, 1 h. hit rate 0.74% among 220,000;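 active = mean inhibition across duplicate retests at 20 µM reaching about 50%, limit read from the data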;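 also: 0% = DMSO wells and 100% = wells with excess untagged CBFb-SMMHC; inhibitors lower the FRET ratio by blocking Runt binding to CBFb-SMMHC; some results filed as inactive read as strong as hits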
FXIIa inh 1536 = factor XIIa (human) inhibition. purified FXIIa, Boc-QGR-AMC fluorogenic substrate, 2 h. hit rate 0.3% among 220,000. inhibition, % at 5 µM; in the data active = inhibition above about 40%;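 also: 0% = enzyme with no compound and 100% = blank without enzyme; many of its hits are not listed in these tables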
Wee1 stabilizer = inhibitors of human Wee1 degradation; hit rate 1.2% among 220,000; reporter increase, % at 5 µM; HeLa Luc-Wee1K328M stability, luciferase luminescence; 100% = proteasome inhibitor MG132 effect; P30291;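 active = activation above the mean of all tested compounds plus 3 SD, set per screening run, cut at about 8.8% in these data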;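 also: cells exposed to compound for 20 h before luminescence read; 0% = DMSO alone and 100% = MG132 at 30 µM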
FXIa inh = inhibitors of human coagulation factor XIa; P03951; purified FXIa, Boc-Glu-Ala-Arg-AMC fluorogenic substrate; inhibition, % at 5 µM; hit rate 0.14% among 220,000; AID 798;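 active = inhibition of at least 40%; inactive = inhibition below 40%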;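 also: fluorescence of freed AMC excited at 355 nm; 0% = enzyme without compound and 100% = no enzyme blank; many of its hits are not listed in these tables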
KLK5 inh = inhibitors of human kallikrein 5. AID 873. inhibition, % at 5 µM. recombinant hK5, fluorogenic AMC substrate cleavage. Q9Y337. hit rate 0.59% among 210,000;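 active = inhibition of 40% or more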;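 also: 0% = enzyme controls without compound and 100% = no-enzyme blanks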
Target sequence (Q9Y337 67-293 limits assumed): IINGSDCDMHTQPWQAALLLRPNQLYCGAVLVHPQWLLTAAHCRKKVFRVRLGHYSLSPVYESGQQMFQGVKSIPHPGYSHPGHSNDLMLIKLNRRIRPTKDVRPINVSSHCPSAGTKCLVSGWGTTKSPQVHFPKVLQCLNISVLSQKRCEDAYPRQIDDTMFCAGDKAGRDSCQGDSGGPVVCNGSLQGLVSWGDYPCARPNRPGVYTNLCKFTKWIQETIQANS
The depositor's hits bear a star; nt = no result given; [ ] = remark or other dose.

Order of values – Runt-CBFb FRET	14-3-3 Bad inh	Hck-Nef inh	Thrombin inh	Runt-SMMHC FRET	FXIIa inh 1536	Wee1 stabilizer	FXIa inh	KLK5 inh
#1 COc1ccc(NC(=O)c2ccc(COc3ccccc3Br)o2)cc1OC
 : -8	-2	0	4	-1	18	-2	4	-22
#2 Cc1ccc(S(=O)(=O)CC(=O)Nc2nc(-c3ccccc3)cs2)cc1
 : 2	-1	0	0	-4	14	1	-11	0
#3 Cc1cc(C)c(-c2csc(Cc3nc(-c4cc5ccccc5oc4=O)cs3)n2)cc1C
 : -9	-21[fluorescence artefact?]	8	-3	-28	12	-1	8	-11
#4 COc1ccccc1C(=O)C1CCCN(C(=O)c2cc(CC(C)C)nc(C)n2)C1 (stereo not given)
 : 1	-9	-12	-1	1	15	-2	10	nt
#5 NC(=O)c1sc2nc3c(cc2c1N)CCC3
 : 5	-9	3	-9	0	4	-1	28	-2
#6 COc1ccc(-c2nc(CS(=O)CC(=O)NCc3ccc4c(c3)OCO4)c(C)o2)cc1 (stereo not given)
 : 1	2	1	-3	3	7	0	3	-25
#7 CCN(CC)CCN(Cc1cc2ccc(C)cc2[nH]c1=O)C(=O)Nc1ccc(Cl)cc1
 : 6	-6	26	-11	-1	2	-2	-2	2
#8 COc1ccc(C(CNC(=O)c2ccc(N3CCCC3=O)cc2)N(C)C)cc1 (stereo not given)
 : -1	5	-2	-22	3	0	-1	3	5
#9 COc1ccc(CN(Cc2cccn2C)S(=O)(=O)c2ccc(C)cc2)cc1
 : 2	23	14	-9	4	14	-1	4	3
#10 O=C(CNC(=O)c1ccccc1)NCC1COc2ccccc2O1 (stereo not given)
 : 1	4[fluorescence artefact?]	0	-4	-2	9	-1	2	-14
#11 Cc1ccc(CC(=O)NCCC(=O)O)cc1
 : -1	-5	17	-2	2	6	1	1	0
#12 COc1ccccc1CNCC(=O)N1CC(=O)Nc2ccccc21
 : -2	26	1	-3	2	8	0	-1	0
#13 Cc1cc(NC(=O)Nc2cc(Cl)ccc2C)no1
 : 3	3	17	-6	-6	-1	-3	0	-5
#14 CCN1CCCC1Cn1cnc2c([nH]c3cc(OC)ccc32)c1=O (stereo not given)
 : 0	-20	6	-4	2	15	1	7	-19
#15 CC1CN=C(c2cccn2Cc2ccc(F)cc2Cl)O1 (stereo not given)
 : -1	7	0	-9	-5	-4	5	-17	0
#16 Cc1cccnc1NC(=O)c1ccc2nc(N)sc2c1
 : 4	2	5	2	-2	24	-2	-3	4
#17 Cc1nnc2c3ccccc3c(Cl)nn12
 : 2	6	18	-11	1	2	-4	-3	-2
#18 COc1ccc(N2C(=O)C3CCCN3C2c2cccs2)cc1 (stereo not given)
 : 1	6	0	1	-1	7	-1	3	-3
#19 CCOC(=O)CN(C(=O)CSc1nnc(COc2ccc(OC)cc2)n1C)c1ccccc1
 : -2	1	-2	6	1	11	-4	3	-2
#20 Cc1cccc(N/C(N)=N/c2nc(C(F)(F)F)cc(=O)[nH]2)c1C
 : -1	-2	7	-3	-7	16	1	6	-13
#21 COc1ccc(C(=O)NNC(=S)NC(=O)c2cc(-c3ccccc3)nc3ccccc23)cc1
 : 6	-8	1	5	3	15	-1	7	-294
#22 O=C(C1CCN(S(=O)(=O)c2ccc(-n3cnnn3)cc2)CC1)N1CCN(c2ccccc2)CC1
 : 0	0[fluorescence artefact?]	1	-8	0	1	0	1	5
#23 COc1ccc(C(CC(=O)Nc2cc(OC)cc(OC)c2)n2cccc2)cc1 (stereo not given)
 : 0	-25[fluorescence artefact?]	2	-11	-2	3	2	-4	-25
#24 Cc1cc(C)n(-c2cccc(CN(C)Cc3nc(-c4cnccn4)no3)c2)n1
 : -1	-9	12	-5	-3	15	4	10	5
#25 C=CCn1c(N2CCCC2)nc2c1c(=O)[nH]c(=O)n2C
 : -2	0	-1	-1	-15	8	0	-19	6
#26 Cc1nc2c(C(=O)N3CCOCC3)cnn2c(C)c1Cc1ccc(Cl)cc1
 : -2	-2	0	-7	5	3	1	-14	-14
#27 COC(=O)c1c(NC(=O)c2cccnc2)sc(C)c1C
 : -4	43[fluorescence artefact?]	1	-2	0	10	1	-5	-2
#28 Cc1csc2nc(=O)c3ccccc3n12
 : 0	-8	2	3	-1	12	-3	-5	-1
#29 CC(=O)c1cccc(Nc2c([N+](=O)[O-])c(=O)oc3ccccc23)c1
 : -2	-2	27	-3	0	12	-1	1	2
#30 O=C(c1ccccc1)N1CCN=C1c1ccccc1
 : 0	-2	2	-13	1	3	2	-3	-22

2 of these compounds, reformatted.
23: COc1ccc(C(CC(=O)Nc2cc(OC)cc(OC)c2)n2cccc2)cc1 (stereo not given)
19: CCOC(=O)CN(C(=O)CSc1nnc(COc2ccc(OC)cc2)n1C)c1ccccc1

compound no.	23	19
Runt-CBFb FRET	0	-2
14-3-3 Bad inh	-25[fluorescence artefact?]	1
Hck-Nef inh	2	-2
Thrombin inh	-11	6
Runt-SMMHC FRET	-2	1
FXIIa inh 1536	3	11
Wee1 stabilizer	2	-4
FXIa inh	-4	3
KLK5 inh	-25	-2

Additional structures:
Order of values – Runt-CBFb FRET	14-3-3 Bad inh	Hck-Nef inh	Thrombin inh	Runt-SMMHC FRET	FXIIa inh 1536	Wee1 stabilizer	FXIa inh	KLK5 inh
#31 Cc1cc(Cl)ccc1OCCCC(=O)NN
 : 0	-12	20	-28	-1	4	3	-8	-4
#32 CCOc1cc(NC(=S)Nc2ccccc2)c(OCC)cc1NC(=O)c1ccc(OC)cc1
 : 2	-20	0	0	3	14	7	33	21
#33 O=C(Nc1nnc(-c2cccs2)s1)C1CC1
 : 2	1	25	-12	-7	9	-1	-4	6
#34 CC(C)CCN(C)C1CCN(S(=O)(=O)c2cccc(C(F)(F)F)c2)CC1
 : 0	7	1	26	2	-9	-2	4	53*
#35 C=CCn1c(-c2ccc(OC)cc2)nc2nc3ccccc3nc21
 : 3	-11	17	-9	9	-13	-2	-16	-128
#36 CCN(CC)S(=O)(=O)c1ccc2nnn(OCC(=O)Nc3cccc(C#N)c3)c2c1
 : 0	1	2	5	1	12	3	4	1
#37 CCOC(=O)CSc1nnc(CNC(=O)c2ccc(OC)cc2)n1-c1ccc(OC)cc1
 : -2	-3	1	2	-2	10	-1	4	-1
#38 CCCCCN1C2=NCCN2c2ccccc21
 : 2	-2	-9	-1	1	12	0	0	-7
#39 CCOC(=O)C(C)Oc1ccsc1C(=O)OC (stereo not given)
 : -1	6	1	0	-1	3	-2	3	5
#40 O=C(CNS(=O)(=O)c1ccc(C(=O)N2CCCCC2)cc1)N1CCCCC1
 : 0	9[fluorescence artefact?]	-10	-2	2	17	1	12	13
#41 Cc1cccn2c(=O)c3cc(C#N)c(=NC(=O)c4cccs4)n(CCCOC(C)C)c3nc12
 : 79*	-9	106*	-7	88*	2	0	4	-2
#42 Cn1nc(C(F)(F)F)c2cc(NC(=O)OCc3ccc(C(C)(C)C)cc3)sc21
 : 0	5	-2	-9	1	9	1	0	-1
#43 O=C(Nc1cccnc1)c1ccc(-c2cc(Cl)ccc2Cl)o1
 : -8	11	-28	-7	-2	nt	3	-5	-3
#44 O=C(O)CC12CSc3[nH]c(=O)sc3C1c1ccccc1OC2=O (stereo not given)
 : 13	62[fluorescence artefact?]	6	7	6	15	-1	3	0
#45 O=C(Nc1ccccc1)C(=O)Nc1cccnc1
 : -1	2	12	-7	2	-4	1	-6	-5
#46 C(=C\c1ccccc1)/CN1CCN(Cc2nc(Cc3ccccc3)no2)CC1
 : -3	-6	0	1	0	7	-1	0	nt
#47 Cc1ccc2[nH]c3c(c2c1)CN(C(=O)CN1CCN(c2ccccc2)CC1)CC3
 : -55	-9	1	2	-78	8	1	-2	-17
#48 Cc1nn(-c2ccccc2)c(Oc2ccccc2)c1C=O
 : 0	3	2	-6	1	7	7	-5	-12

Excerpt: nos. 31 to 45
Order of values – Runt-CBFb FRET	14-3-3 Bad inh	Hck-Nef inh	Thrombin inh	Runt-SMMHC FRET	FXIIa inh 1536	Wee1 stabilizer	FXIa inh	KLK5 inh
#31 Cc1cc(Cl)ccc1OCCCC(=O)NN
 : 0	-12	20	-28	-1	4	3	-8	-4
#32 CCOc1cc(NC(=S)Nc2ccccc2)c(OCC)cc1NC(=O)c1ccc(OC)cc1
 : 2	-20	0	0	3	14	7	33	21
#33 O=C(Nc1nnc(-c2cccs2)s1)C1CC1
 : 2	1	25	-12	-7	9	-1	-4	6
#34 CC(C)CCN(C)C1CCN(S(=O)(=O)c2cccc(C(F)(F)F)c2)CC1
 : 0	7	1	26	2	-9	-2	4	53*
#35 C=CCn1c(-c2ccc(OC)cc2)nc2nc3ccccc3nc21
 : 3	-11	17	-9	9	-13	-2	-16	-128
#36 CCN(CC)S(=O)(=O)c1ccc2nnn(OCC(=O)Nc3cccc(C#N)c3)c2c1
 : 0	1	2	5	1	12	3	4	1
#37 CCOC(=O)CSc1nnc(CNC(=O)c2ccc(OC)cc2)n1-c1ccc(OC)cc1
 : -2	-3	1	2	-2	10	-1	4	-1
#38 CCCCCN1C2=NCCN2c2ccccc21
 : 2	-2	-9	-1	1	12	0	0	-7
#39 CCOC(=O)C(C)Oc1ccsc1C(=O)OC (stereo not given)
 : -1	6	1	0	-1	3	-2	3	5
#40 O=C(CNS(=O)(=O)c1ccc(C(=O)N2CCCCC2)cc1)N1CCCCC1
 : 0	9[fluorescence artefact?]	-10	-2	2	17	1	12	13
#41 Cc1cccn2c(=O)c3cc(C#N)c(=NC(=O)c4cccs4)n(CCCOC(C)C)c3nc12
 : 79*	-9	106*	-7	88*	2	0	4	-2
#42 Cn1nc(C(F)(F)F)c2cc(NC(=O)OCc3ccc(C(C)(C)C)cc3)sc21
 : 0	5	-2	-9	1	9	1	0	-1
#43 O=C(Nc1cccnc1)c1ccc(-c2cc(Cl)ccc2Cl)o1
 : -8	11	-28	-7	-2	nt	3	-5	-3
#44 O=C(O)CC12CSc3[nH]c(=O)sc3C1c1ccccc1OC2=O (stereo not given)
 : 13	62[fluorescence artefact?]	6	7	6	15	-1	3	0
#45 O=C(Nc1ccccc1)C(=O)Nc1cccnc1
 : -1	2	12	-7	2	-4	1	-6	-5
